Lmaj promast – Leishmania major promastigote growth inhibition, primary screen. inhibition, % at 10 µM. 200,000 tested, 9% active. AID 1063, 2008. Leishmania major promastigotes, resazurin fluorescence viability; in the data active = inhibition above about 50%;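 also: promastigotes grown with compound for 44 hours at 28 °C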
Hsp70 act – Hsp70 transcriptional activators, primary screen, cell-based, HeLa, Hsp70 promoter luciferase, luminescence, 10 µM. HeLa Hsp70 promoter luciferase reporter; scaled: vehicle 0, proteasome-inhibitor control 100%. activation, % at 10 µM. AID 1203, 2008. 200,000 tested, 0.04% active;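 active = activation above the mean across all tested compounds plus 3 SD, cutoff set per campaign, cut at about 5.5% in these data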;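 also: 100% = MG132 at 30 µM as the positive control and 0% = DMSO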
Efa HMGR inh – inhibitors of E. faecalis class II HMGR, primary screen, biochemical, Enterococcus faecalis; 190,000 tested, 0.41% active; HMG-CoA reductase (Enterococcus faecalis, mvaE); inhibition, % at 10 µM; purified E. faecalis HMGR, NADPH absorbance 340 nm kinetic;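 active = inhibition above a set limit, the median over all tested compounds plus 3 SD, cut at about 9.5% in these data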;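 also: enzyme runs in reverse so mevalonate oxidation gives rising NADPH absorbance; 0% = complete reaction with DMSO and 100% = background rate lacking mevalonate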
Redox H2O2 prof – compounds producing H2O2 with reducing agent – biochemical, NIH compound library profiling, artefact control for MLSCN library redox annotation, primary screen; DTT-dependent redox cycling H2O2, phenol red/HRP absorbance; 100% = 100 µM peroxide control, 0% = buffer; activation, % at 10 µM; 200,000 tested, 0.03% active; AID 878, 2007;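 active = activation of at least 50% relative to the plate's high and low controls in the primary single-dose screen; inactive = activation below 50%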;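 also: compound incubated with DTT at 0.8 mM final as the reducing agent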
S1P3 antagonist – S1P3 receptor antagonists, primary screen, cell-based | inhibition, % at 4.98 µM | Sphingosine 1-phosphate receptor 3 (Homo sapiens), Q99500 | CHO S1P3 NFAT-BLA reporter, FRET fluorescence, antagonist mode | 170,000 tested, 0.27% active;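 active = inhibition above the plate cutoff, the mean inhibition of test wells on that plate plus 3 SD, cut at about 28% in these data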;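 also: cells challenged with S1P at its EC80 of 0.8 µM; blue over green emission ratio from cleaved BLA substrate after 4 h stimulation; 0% = S1P-stimulated wells and 100% = unstimulated DMSO-only wells; some compounds past the cut are filed as inactive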
RAM inhibit – inhibitors of the yeast RAM network, primary screen, dse1pr::URA3 reporter, 5-FOA selection. S. cerevisiae dse1pr::URA3 reporter, 5-FOA growth OD615, 2 d; analog-sensitive cbk1-as2 kinase mutant strain. inhibition, % at 50 µM. 190,000 tested, 1.8% active;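 active = inhibition above a set limit, 3 SD over mean compound inhibition, cut at about 8.4% in these data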;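 also: 0% = DMSO-only wells with no growth and 100% = 10 µM 1-NA-PP1 full growth; inhibition rescues growth on 5-FOA so higher OD means more RAM inhibition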
TNAP inh hi DEA – human TNAP enzyme inhibitors, primary screen, biochemical, luminescent, high phosphate acceptor level, uHTS; Alkaline phosphatase, tissue-nonspecific isozyme (Homo sapiens), P05186; purified TNAP, CDP-star luminescence, 1 M DEA; inhibition, % at 20 µM; 200,000 tested, 0.03% active;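 active = over 50% inhibition of tissue-nonspecific alkaline phosphatase at 20 µM in the single-dose screen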;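 also: plate controls were DMSO wells for no effect and EDTA-quenched wells as full inhibition for full effect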
Target sequence (P05186 whole entry, looked up): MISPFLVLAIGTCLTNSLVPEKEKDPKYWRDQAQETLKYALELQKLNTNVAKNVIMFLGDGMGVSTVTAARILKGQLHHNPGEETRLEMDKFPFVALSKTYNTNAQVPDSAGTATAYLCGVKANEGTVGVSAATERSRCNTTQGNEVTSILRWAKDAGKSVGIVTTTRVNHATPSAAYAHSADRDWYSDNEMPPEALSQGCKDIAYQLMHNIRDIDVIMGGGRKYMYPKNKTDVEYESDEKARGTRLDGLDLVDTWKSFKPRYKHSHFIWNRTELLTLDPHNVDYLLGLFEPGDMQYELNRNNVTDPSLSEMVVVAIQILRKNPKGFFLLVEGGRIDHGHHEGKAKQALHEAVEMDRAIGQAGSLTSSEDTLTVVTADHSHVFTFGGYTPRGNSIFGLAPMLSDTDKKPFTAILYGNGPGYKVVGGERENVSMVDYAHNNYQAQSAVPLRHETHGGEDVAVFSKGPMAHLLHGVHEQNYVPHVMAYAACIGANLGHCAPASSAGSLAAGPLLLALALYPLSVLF
PMI act – activators of human PMI, primary screen, biochemical, fluorescence intensity, near-Km mannose 6-phosphate. Mannose-6-phosphate isomerase (Homo sapiens), P34949. purified human PMI, coupled resazurin fluorescence, 20 min; active compounds read high; 1 = vehicle control, 0 substrate-free wells. activation factor at 20 µM. 190,000 tested, 0.005% active. AID 1214, 2008;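 active = activation factor of 2 or more at 20 µM, relative to plate controls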
Target sequence (P34949 whole entry, looked up): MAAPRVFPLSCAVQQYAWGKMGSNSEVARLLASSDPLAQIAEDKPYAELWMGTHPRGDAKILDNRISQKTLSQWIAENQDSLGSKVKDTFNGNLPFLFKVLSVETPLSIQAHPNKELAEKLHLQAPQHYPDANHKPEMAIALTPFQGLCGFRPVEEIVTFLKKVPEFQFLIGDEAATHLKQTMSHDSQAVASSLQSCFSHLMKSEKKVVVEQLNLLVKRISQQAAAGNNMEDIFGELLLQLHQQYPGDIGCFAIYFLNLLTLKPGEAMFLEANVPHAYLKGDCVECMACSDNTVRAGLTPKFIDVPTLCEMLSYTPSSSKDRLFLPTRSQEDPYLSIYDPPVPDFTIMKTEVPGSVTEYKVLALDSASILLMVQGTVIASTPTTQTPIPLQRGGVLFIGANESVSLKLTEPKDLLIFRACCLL
PMI act satM6P – human PMI activators, high substrate, primary screen, biochemical, fluorescence intensity, near-saturating mannose 6-phosphate | coupled PMI enzyme assay, resazurin fluorescence, 20 min; active compounds read high; 1 = untreated enzyme, 0 = substrate-free blank | 190,000 tested, 0.34% active | activation factor at 20 µM | Mannose-6-phosphate isomerase (Homo sapiens), P34949 | AID 1216, 2008;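 active = activation factor of 2 or more at 20 µM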
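assay system = human phosphomannose isomerase with PGI, G6PDH, diaphorase coupling enzymes | quantity = 15 ng/mL PMI | incubation = enzyme reaction with compound 20 min at room temperature | medium = HEPES pH 7.4 buffer with MgCl2 and Tween-20 | compound dosing = one concentration, 20 µM, in 1% DMSO | measured by = Diaphorase-driven resazurin-to-resorufin fluorescence, excitation 544, emission 590 nm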
TNAP inh noacc – human TNAP enzyme inhibitors, primary screen, biochemical, luminescent, no phosphate acceptor, uHTS; purified TNAP, CDP-star luminescence, 30 min; inhibition, % at 20 µM; Alkaline phosphatase, tissue-nonspecific isozyme (Homo sapiens), P05186; 200,000 tested, 0.26% active; AID 1012, 2008;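 active = tissue-nonspecific alkaline phosphatase inhibition above about 50% at 20 µM in the single-dose screen, limit read from the data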;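 also: 0% = DMSO negative control and 100% = EDTA positive control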
Starred values were filed as active, the others as inactive; x = not tested or not shown.

Results follow in this order: Lmaj promast	Hsp70 act	Efa HMGR inh	Redox H2O2 prof	S1P3 antagonist	RAM inhibit	TNAP inh hi DEA	PMI act	PMI act satM6P	TNAP inh noacc
- CCOC(=O)N1CCC(N2CCN(C3CCCC3)C(CCO)C2)CC1 (stereo unspecified)
  -3	-0.1	-2	-0.9	3	0.9	-4	0.9	1	-14
- O=C(/C=C/N1CCN(Cc2ccccc2)CC1)C(F)(F)F
  -1	0.0	-6	-1.0	-21	4.5	-4	1	1	-9
- O=C(C1CC1)N1CCc2cc(Br)cc(S(=O)(=O)NCc3ccc4c(c3)OCO4)c21
  -6	0.2	-1	-2.8	x	-0.1	0	0.8	0.9	-5
- CC1(C)C2CCC1(C(=O)O)c1nc3ccccc3nc12 (stereo unspecified)
  -6	-0.1	2	0.4	2	1.6	-5	1.2	1.2	-13
- O=C(/C=C/c1ccc([N+](=O)[O-])cc1)NCCc1ccc(F)cc1
  -2	0.1	-6	-1.4	-4	3.9	-2	1.1	1.2	-2
- C[C@@H](C(=O)Nc1ccccc1N1CCOCC1)N1C(=O)C2CC=CCC2C1=O (stereo partly specified)
  -5	-0.4	2	0.4	x	0.5	-3	1	1	-17
- CCC(CC)c1nnc(NC(=O)c2c(C)nn(Cc3ccccc3Cl)c2C)s1
  13	-0.2	-1	0.3	x	0.5	-4	0.9	1	-1
- c1ccc2c(c1)CCCn1nnnc1-2
  6	0.1	-4	-0.3	-3	-0.4	1	1	1	-8
- Cc1ccc(-c2c(C(=O)NCc3ccccc3)oc(=O)c3ccccc23)cc1
  3	-0.1	-6	-0.1	-6	-0.7	-3	1	1	-5
- CC(C)(CO)NCc1cccc(OCc2ccc(Cl)cc2)c1
  31	-0.2	2	-0.3	-16	2.2	3	1.1	1	3
- O=C(Nc1ccc(N2CCOCC2)cc1)c1cccnc1
  -5	0.0	4	0.6	x	3.1	3	0.9	0.9	-6
- CCOC(=O)c1c(NC(=O)C2=C(C)NC(=S)NC2c2ccc(C)cc2)sc(C)c1C (stereo unspecified)
  81*	-0.3	-4	0.5	-13	-0.2	-3	0.9	0.9	-5
- Cn1c(=O)cc(OCCCC(=O)NCc2ccccn2)c2ccccc21
  -4	0.1	-2	1.8	2	-0.2	-2	1	1	1
- O=C(NNC(=O)c1ccco1)c1ccccc1
  -2	-0.4	4	0.0	-13	1.4	-1	0.9	1	14
- COc1cccc(OCCNC(=O)c2cc([N+](=O)[O-])cc([N+](=O)[O-])c2)c1
  83*	-0.1	3	0.3	-14	1.9	-2	1	1	-3
- COc1ccc(N2C(=O)C(F)(F)C2c2ccc(C)cc2)cc1OC (stereo unspecified)
  0	-0.4	-10	-0.5	6	2.1	0	0.9	1	-5
- CCOC(=O)c1cc2c(n(-c3ccccc3)c1=O)CC(C)(C)CC2=O
  -2	0.2	-5	0.9	-9	1.2	-4	1	1	-9
- COC(=O)Cc1ccc(NC(=S)NNC(=O)c2ccccc2Br)cc1
  -11	-0.6	-2	-0.2	3	0.3	12	1	1.2	4
- Cc1ccc(N=Cc2c(O)n(-c3nccs3)c(=O)c3ccccc23)c(C)c1
  -3	-0.4	-4	1.1	-27	9.0*	3	0.8	0.9	-9
- CCNC(=O)/C(C#N)=C/c1c(N(Cc2ccccc2)Cc2ccccc2)nc2ccccn2c1=O
  56*	-0.5	-5	-0.3	0	5.1	-2	0.8	0.9	-9
- O=[N+]([O-])c1cc2c(cc1C=Nc1ccccc1)OCO2
  12	-0.1	x	1.4	x	0.3	4	0.4	0.3	-8
- Cc1ccc(NC(=S)NNC(=O)Cn2nc([N+](=O)[O-])cc2C)cc1
  -3	0.5	7	0.8	x	0.1	-1	1	1	-82
- Cc1cccc(C(C)C)c1NC(=O)C1CN(S(=O)(=O)c2ccccc2)CCN1S(=O)(=O)c1ccccc1 (stereo unspecified)
  5	-0.3	-3	1.1	-6	2.3	-5	1	1	-20
- COc1ccccc1NC(=O)N(CCCN1CCOCC1)Cc1cc2cc3c(cc2[nH]c1=O)OCO3
  x	x	x	x	-3	x	-4	1	0.9	1
- CCS(=O)(=O)N1CCN(c2ccc(C(=O)NC3C4CC5CC(C4)CC3C5)cc2[N+](=O)[O-])CC1 (stereo unspecified)
  52*	-0.4	-3	0.0	-1	5.1	7	0.9	0.8	-2
- Cc1ccc(SCC(=O)c2c(C)nc3ccccn23)cc1
  9	0.0	7	-1.9	-5	1.8	-2	1	1	-9
- COc1ccc2c(c1)-c1c(ssc1=S)C(C)(C)N2C(=O)CSC1=NCCS1
  35	-0.1	1	3.2	x	2.0	3	0.8	0.8	-2
- Cc1ccc(CC(=O)O/N=C(\N)Cc2ccc([N+](=O)[O-])cc2)cc1
  46	0.0	-5	-0.2	-16	5.5	0	1	1.1	18
- CCOC(=O)Cn1nc(C)n(-c2cccc(Cl)c2)c1=O
  -11	-0.6	6	0.0	4	1.4	-1	1.1	1.1	-8
- CCN1CC(CN(C)Cc2nc(-c3ccco3)oc2C)CC1=O (stereo unspecified)
  -5	-0.4	-7	-0.8	-4	2.1	-2	0.9	1	-8
- CCS(=O)(=O)N1CCC(C(=O)N2CCOCC2)CC1
  6	1.8	-11	11	10	-0.1	-8	1	1	-8
- Cc1ccc(S(=O)(=O)N2CCN(C(=O)CC(C)C)CC2)cc1
  -7	-0.2	5	0.1	6	0.4	-2	x	x	-10
- CCOC(=O)c1[nH]cnc1N=Nc1c(O)ccc2ccccc12
  6	-0.2	1	0.1	-11	15*	40	1.1	1	-3
- CCCc1noc2c1C(c1ccoc1)C(C#N)=C(N)N2 (stereo unspecified)
  21	-0.2	0	-0.2	-26	3.4	4	1	0.9	-1
- CC1=NN(C(=O)Cc2ccc([N+](=O)[O-])cc2)C(O)(c2ccccc2)C1 (stereo unspecified)
  1	0.1	-1	1.3	x	-0.6	-4	1	1	2
- CCOc1ccc(NC(=O)CSc2ncnc3c2sc2ccccc23)cc1
  1	-0.2	-3	0.4	2	4.4	-2	1	1	-17
- O=C(CCNS(=O)(=O)c1ccc(Br)s1)NCc1ccc2c(c1)OCO2
  6	0.1	1	-0.2	-14	2.0	0	1	1.1	-5
- c1ccc(CCNc2nnnn2-c2ccccc2)cc1
  -1	-0.3	-3	3.0	x	-0.1	-2	0.9	1	-10
- CCOc1ccc(N2C(=O)CC(N(CCc3ccc(OC)cc3)C(=O)c3cccc(F)c3)C2=O)cc1 (stereo unspecified)
  18	-0.5	4	0.1	-6	6.6	1	1.2	1.4	-2
- O=C(NC(C(=O)c1ccccc1)n1c(=O)cc[nH]c1=S)c1ccccc1 (stereo unspecified)
  -10	0.0	-2	0.4	x	-0.9	-1	1.1	1.3	-4
- Cc1ccc(S(=O)(=O)NN/C(=N/S(=O)(=O)c2ccccc2)c2ccccc2)cc1
  -9	-0.4	5	3.4	-1	-1.1	-3	1.2	1.1	-39
- Cc1nn(C2CCS(=O)(=O)C2)c(Cl)c1/C=C/C(=O)OCC(=O)c1c[nH]c2ccccc12 (stereo unspecified)
  60*	-0.6	1	0.5	-1	4.0	-2	0.9	0.8	3
- Cc1ccc(CS(=O)(=O)CCC(=O)NCCN(C)Cc2ccccc2)cc1
  0	0.5	-5	-0.2	x	0.4	-4	1	0.9	-10
- O=c1c2ccccc2nc(CSc2ncnc3nc[nH]c23)n1-c1cccc(C(F)(F)F)c1
  10	-0.3	-6	6.0	x	8.0	-1	1.1	1.1	12
- Cc1csc(SCC(=O)NC(C)c2ccc(F)cc2)n1 (stereo unspecified)
  -3	0.0	5	0.8	-10	0.1	4	1.1	1	3
- O=C(CC1C(=O)NCCN1Cc1ccc(-c2ccccc2)cc1)NCC1CCOCC1 (stereo unspecified)
  3	-0.2	-1	-0.8	-7	2.1	0	x	x	-6
- COc1ccccc1OCCCOc1c(Cl)cc(C)cc1Cl
  -3	-0.2	2	0.2	-2	0.8	-2	0.8	0.9	-9
- N#Cc1c(-n2ccnc2)cccc1-n1ccnc1
  -4	-0.1	-2	2.1	x	0.3	-4	0.9	0.9	-10
- CCOC(=O)CC(NC(=O)Cc1ccc(F)cc1)c1ccccc1Cl (stereo unspecified)
  34	-0.4	-6	-0.2	3	3.6	0	0.9	1	-12
- CCc1cc(-c2n[nH]c(C)c2-c2nc3ccccc3n2C)c(O)cc1O
  -2	-0.2	-4	0.0	3	1.8	-4	0.9	0.9	-83

Additional entries:
Results follow in this order: Lmaj promast	Hsp70 act	Efa HMGR inh	Redox H2O2 prof	S1P3 antagonist	RAM inhibit	TNAP inh hi DEA	PMI act	PMI act satM6P	TNAP inh noacc
- CC1=C(C(=O)Nc2ccc(Cl)cc2)C(c2cccs2)n2nnnc2N1 (stereo unspecified)
  27	-0.3	-3	1.2	12	2.7	-6	0.9	0.9	-8
- COc1ccc(NC(=O)CCS(=O)(=O)c2ccc3c(c2)CCCN3C(C)=O)cc1
  -6	-0.3	-2	-1.1	-35	-0.1	2	0.9	0.9	-5
- CS(=O)(=O)c1nc(-c2ccc(Br)cc2)cc(-c2ccccc2)c1C#N
  84*	-0.2	-7	0.3	x	2.4	-8	1	1	-1
- CN(C)c1cc[n+](CC(=O)Nc2c(Cl)cc(Cl)cc2Cl)cc1
  -1	-0.4	1	-0.2	3	-0.1	-5	1	1	-5
- Cc1cccc(-c2nc3cc(NC(=O)C4CCCO4)ccc3o2)c1 (stereo unspecified)
  75*	-0.3	-2	-0.6	-8	1.5	0	1	1	-12
- N#Cc1cc(Sc2ccccn2)c(Sc2ccccn2)cc1C#N
  4	0.1	1	-0.4	11	5.3	1	1.2	1.1	-6
- CC(C)CC(NC(=O)OC(C)(C)C)C(=O)NC(C(=O)N1CCCC1C(N)=O)C(C)C (stereo unspecified)
  -2	-0.3	1	1.0	-12	0.1	-2	0.9	0.9	-8
- COc1ccc(C(C)(C)C)cc1NC(=O)c1cncc(Br)c1
  -3	-0.5	-1	1.2	x	3.4	-5	1	1	-3
- COc1ccc2cc(C(c3nnnn3C3CCCCC3)N3CCCCCC3)c3nnnn3c2c1 (stereo unspecified)
  21	0.1	x	3.0	18	x	x	x	x	x

Assay outcomes deposited in PubChem BioAssay by several laboratories.
